High-throughput results (PubChem BioAssay)
FUS suppressor = FUS proteinopathy suppression in yeast | S. cerevisiae FUS-expressing, growth rescue, OD600, 24 h | Potency, µM (titrated, usually from 76.6 µM), for inactives: at the highest dose growth rescue (activation), hits mostly activators | AID 1347120 | 0.24% of 390,000 active;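 also: potency is read from the fitted curve at half-maximal effect; plate controls were DMSO vehicle for no effect and reference control for full effect; nearly all actives have a fitted effect of over 55% in size; some results filed as inactive show a strong effect at the top dose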
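Cultures pregrown in 2.5% raffinose medium are shifted to minimal medium containing 2% galactose to express toxic FUS. Compounds are tested at several concentrations. After 24hr at 30C, growth is quantified at 600 nm absorbance.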
PI5P4K alpha inh = inhibitors of human PI5P4K alpha; P48426; PI5P4Kalpha enzyme, ADP-Glo luminescence, 60 min; stronger effect = lower value; max response, %; 1.2% of 330,000 active; active = max response of -50% or lower; inconclusive = between -30% and -50%; inactive = -30% or higher; also: value at the top dose of about 77 µM; % is scaled to controls: 0 for no effect and ±100 for the full control effect
Target sequence (P48426 whole entry, looked up): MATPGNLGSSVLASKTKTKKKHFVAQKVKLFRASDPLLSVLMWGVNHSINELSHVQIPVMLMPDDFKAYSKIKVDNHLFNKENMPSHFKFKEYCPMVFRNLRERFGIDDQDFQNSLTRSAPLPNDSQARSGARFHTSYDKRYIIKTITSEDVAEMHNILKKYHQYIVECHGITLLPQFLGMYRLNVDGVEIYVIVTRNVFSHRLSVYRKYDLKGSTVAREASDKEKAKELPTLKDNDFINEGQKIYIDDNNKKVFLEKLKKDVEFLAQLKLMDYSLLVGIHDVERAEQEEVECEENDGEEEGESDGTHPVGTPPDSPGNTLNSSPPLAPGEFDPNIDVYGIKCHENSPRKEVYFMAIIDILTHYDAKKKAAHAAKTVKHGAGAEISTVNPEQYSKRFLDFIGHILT
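Quantitative HTS of the MLSMR library against PI5P4Kalpha with substrate. ATP added last at 5 microM final; room temperature, 60 minutes. Remaining ATP depleted, ADP converted and read as luminescence.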
aSyn rescue = rescues yeast growth from alpha-synuclein toxicity. Yeast expressing alpha-synuclein, growth rescue, BacTiter-Glo, 24 h. 0.14% of 370,000 active. Potency, µM (titrated, usually from 46.1 µM), without a hit: at the top dose growth rescue (activation), most hits filed as activators; also: potency is read from the fitted curve at half-maximal effect; % of control where 0% means no effect; nearly all actives have a fitted effect of over 65% in size
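Readout is rescue of growth in alpha-synuclein-expressing yeast, so inhibitors of toxicity appear as activators. Growth after 24 hr at 30 deg C in galactose medium is quantified by luminescence.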
EPAC1 antagonist = antagonists of human EPAC1; 0.14% of 360,000 active; Potency, µM (doses to about 115 µM), for inactives: top-dose activity change, negative = inhibition, most hits filed as inhibitors; O95398; EPAC1 GEF assay, Rap1b-BODIPY-GDP exchange fluorescence;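 also: potency is read from the fitted curve at half-maximal effect; plate controls were vehicle for no effect and positive control for full effect; nearly all actives have a fitted effect of over 50% in size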
EPAC1 agonist = agonists of human EPAC1; O95398; EPAC1 agonist qHTS, biochemical assay; response scale: 100% = response to 6.5 mM cAMP; Potency, µM (series often up to 154 µM), for the others: top-dose activation, most hits filed as activators; 0.073% of 360,000 active; also: potency is read from the fitted curve at half-maximal effect; nearly all actives have a fitted effect of over 60% in size
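Read-out is the fluorescence drop as BODIPY-GDP leaves Rap1B (480 nm excitation, 540 nm emission), recorded every 5 minutes over 30 minutes. Reactions held 100 nM EPAC1, 250 nM Rap1B–BODIPY-GDP and 50 uM GDP, with 6.5 mM cAMP setting full activation.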
PLK1 PBD inh = blocks phosphopeptide binding to human PLK1 polo-box domain; P53350; Plk1 PBD binding of FITC phosphopeptide, fluorescence polarization; Potency, µM, for the others: max response, negative = inhibition, most hits filed as inhibitors; 2.8% of 360,000 active; also: potency is read from the fitted curve at half-maximal effect; series mostly up to about 57 µM; % is scaled to controls: 0 for no effect and ±100 for the full control effect; nearly all actives have a fitted effect of over 65% in size
Target sequence (P53350 whole entry, looked up, the tested form may be a part): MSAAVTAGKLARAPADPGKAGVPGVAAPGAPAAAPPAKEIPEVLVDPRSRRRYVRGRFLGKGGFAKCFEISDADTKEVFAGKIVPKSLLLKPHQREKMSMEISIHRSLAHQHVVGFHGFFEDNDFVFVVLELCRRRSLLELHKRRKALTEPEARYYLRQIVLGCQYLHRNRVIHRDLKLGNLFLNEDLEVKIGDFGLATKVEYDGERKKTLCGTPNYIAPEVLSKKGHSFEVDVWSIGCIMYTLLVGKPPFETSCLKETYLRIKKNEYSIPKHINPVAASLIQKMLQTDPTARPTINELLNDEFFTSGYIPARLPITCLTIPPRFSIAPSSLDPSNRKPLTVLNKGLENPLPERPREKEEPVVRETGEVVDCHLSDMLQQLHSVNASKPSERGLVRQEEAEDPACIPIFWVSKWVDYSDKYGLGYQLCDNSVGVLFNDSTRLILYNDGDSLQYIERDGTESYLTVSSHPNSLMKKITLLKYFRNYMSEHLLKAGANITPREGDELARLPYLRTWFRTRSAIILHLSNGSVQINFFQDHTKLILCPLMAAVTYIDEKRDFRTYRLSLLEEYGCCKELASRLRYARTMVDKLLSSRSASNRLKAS
IL-2 act = activators of IL-2; IL-2 activation reporter assay, cell-based qHTS; stimulated with anti-CD3/CD4/CD28 beads; in transgenic mouse T cells; activation, % (series mostly up to about 46 µM); 0.065% of 360,000 active; AID 652025; in the data active = activation above about 50%; inconclusive = mostly about 30% to 49%; also: 0% is about no effect
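Using fluorescent plate cytometry, EGFP and DsRed are detected in transgenic mouse T cells stimulated 18 h at 37 degrees C with antibody-coated beads after 60 min compound pretreatment.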
Abeta yeast res = compounds reversing amyloid beta toxicity in yeast. Potency, µM (highest dose often 46.1 µM), inactives show at the highest dose growth rescue, usual class: activators. 0.063% of 410,000 active. yeast expressing A-beta42, growth rescue, OD600, 48 h; response scale: 0% DMSO, 100% iron-clioquinol control; also: potency is read from the fitted curve at half-maximal effect; nearly all actives have a fitted effect of over 55% in size
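Yeast A-beta toxicity model in growth medium with pinned compounds, 48 h at 30 C; growth read as absorbance at 600 nm. Normalized to FeCl3/clioquinol equimolar mix (positive) and DMSO (negative).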
WRN inhibitor = WRN helicase (human) inhibition. WRN helicase unwinding, fluorescent forked duplex, kinetic. 0.46% of 360,000 active. Potency, µM (highest dose often 114 µM), without a hit: at the top dose activity change, negative = inhibition, actives largely listed as inhibitors; also: potency is read from the fitted curve at half-maximal effect; % is scaled to controls: 0 for no effect and ±100 for the full control effect; nearly all actives have a fitted effect of over 55% in size
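Fluorescence dequenching readout, ex 525 nm/em 598 nm, kinetic mode: forked duplex DNA (100 nM final) with adjacent fluorophore and quencher unwound by WRN (20 nM final) with 2 mM ATP. Compound preincubation 15 min, room temperature.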
The depositor's hits bear a star; ? = inconclusive; · = not tested or not shown; [ ] = remark or other dose. Unless noted, calls follow the shape of the dose curve; as a rule, active = well fitted curve in the direction sought with a large enough effect; inconclusive = small, poorly fitted or top-dose-only effect, or another doubt; inactive = no such curve, though single readings can be large; an effect the other way counts as inactive or inconclusive.

Molecule,FUS suppressor,PI5P4K alpha inh,aSyn rescue,EPAC1 antagonist,EPAC1 agonist,PLK1 PBD inh,IL-2 act,Abeta yeast res,WRN inhibitor
CCOC(=O)C(=Cc1ccc(-n2cncn2)cc1)C(=O)OCC,-4.6%,0.6,-22.5%,-4.6%,-2.9%,?,-4.4,-23.3%,-7.5%
Cc1ccc(NC(=O)c2ccc(S(=O)(=O)NCc3cccnc3)cc2)c(C)c1,7.9%,0.9,0.6%,-16.3%,6.1%,-0.5%,-2.6,-3.0%,-3.2%
O=C(CSc1nc2ccccc2n1Cc1ccccc1Cl)N/N=C/c1ccccc1C(=O)O,38.8%,-21.1,-5.4%,0.3%,2.9%,?,-0.7,0.2%,-14.0%
CC1(C(=O)O)CCCN1C(=O)c1ccccc1OC(F)(F)F (stereo not drawn),-25.0%,0.0,-7.7%,-6.1%,-10.7%,-7.2%,0.1,1.3%,4.2%
CCOC(=O)C1CCNC(=O)C1=O (stereo not drawn),·,0.3,4.6%,-6.1%,-7.2%,-3.0%,0.6,3.7%,5.3%
O=C(Nc1ccc2oc(=O)ccc2c1)c1ccc2ccccc2c1,-9.5%,4.2,-1.6%,-7.9%,-5.8%,-1.1%,-2.5,-1.1%,-23.1%
C=CCn1c(SCC(=O)/C(C#N)=C(\C)N)nc2sc(C)c(C)c2c1=O,-4.7%,0.5,12.4%,6.2%,-4.0%,4.9%,-0.7,7.8%,-2.4%
O=C(CSc1ccccc1)NCCc1ccccc1,-26.9%,0.0,11.7%,-3.1%,3.5%,-6.7%,-0.3,3.9%,-1.5%
O=C(Cc1ccc(-n2c(=O)c3ccccc3n(Cc3ccccc3Cl)c2=O)cc1)NCC1CCCO1 (stereo not drawn),12.9%,-0.1,0.2%,-5.3%,8.4%,-14.3%,0.0,·,0.1%
O=c1cc(CSc2nnc(COc3cccc4ccccc34)o2)c2ccccc2[nH]1,-3.7%,-2.6,1.5%,1.7%,10.3%,-5.8%,0.3,8.7%,-12.9%
CCOC(=O)C1=C(CC)Nc2ccccc2N=C1N,1.3%,11.6,3.1%,10.2%,4.3%,?,0.2,17.1%,2.4%
CCOc1ccc(Br)cc1S(=O)(=O)N1CCCC1,4.4%,-9.5,10.4%,-21.3%,1.0%,-6.7%,3.6,6.2%,1.5%
O=C(COC(=O)/C=C/c1cccc(Cl)c1Cl)Nc1ccc2[nH]c(=O)[nH]c2c1,·,-17.2,-1.3%,-10.0%,4.5%,-2.0%,-0.2,-25.8%,-6.8%
CC(C)(C)c1nnc(NS(=O)(=O)c2cc(Cl)ccc2Cl)s1,-2.4%,-0.9,-49.5%[inhibitor],-16.8%,2.7%,?,2.7,?,-1.6%
CC(=O)Nc1ccc(N2C(=O)CC(Sc3nccc(C)n3)C2=O)cc1 (stereo not drawn),5.0%,-1.5,-0.5%,-9.4%,7.4%,-12.7%,-0.7,-5.9%,5.2%

Molecule,FUS suppressor,PI5P4K alpha inh,aSyn rescue,EPAC1 antagonist,EPAC1 agonist,PLK1 PBD inh,IL-2 act,Abeta yeast res,WRN inhibitor
CCOC(=O)c1c(N)sc(C(=O)OCCOC)c1C,5.1%,?,-1.5%,-10.8%,-5.1%,9.47µM*,-0.4,-6.4%,-19.3%
CCOC(=O)c1c(Nc2ccccc2N)cc(C)nc1C,·,9.6,4.0%,-9.0%,2.5%,-6.7%,-0.4,19.0%,-5.0%
Cc1nc2ccc(NC(=O)c3ccc(Cl)s3)cc2s1,1.9%,-9.2,-4.5%,-5.7%,-15.9%,-6.7%,-2.4,-4.2%,-3.6%
Cc1c(C(=O)OCCOC(C)C)[nH]c2c1C(=O)CC(c1ccco1)C2 (stereo not drawn),2.9%,?,-1.1%,?,-7.2%,-21.9%,-2.8,-18.7%,?
Cc1ccc(S(=O)(=O)c2nc(S(C)(=O)=O)sc2N2CCC(O)CC2)cc1,0.6%,0.5,-1.7%,-18.5%,5.5%,-12.2%,-2.2,21.0%,4.2%
CCCNC(=O)NC(C)C12CC3CC(CC(C3)C1)C2 (stereo not drawn),2.1%,·,14.5%,16.1%,6.1%,-6.0%,6.6,3.2%,-6.3%
COc1cccc(NC(=O)c2nc(S(C)(=O)=O)ncc2Cl)c1,-17.0%,1.5,-0.4%,-20.2%,-13.7%,23.8µM*,-3.7,-28.5%,-10.2%
O=C(COC(=O)c1cc(Br)ccc1O)Nc1ccc2c(c1)OCCO2,1.3%,5.5,-2.7%,-3.5%,6.5%,-7.3%,-4.5,-0.2%,-9.5%
Cc1ccc2[nH]c3c(=O)n(CCCN4CCN(C)CC4)cnc3c2c1,30.7%,-5.1,-2.6%,14.6%,3.0%,-2.1%,0.5,5.8%,-17.8%
COc1ccc(S(=O)(=O)NC(C)C(=O)Nc2cccc([N+](=O)[O-])c2)cc1 (stereo not drawn),·,-6.7,0.2%,-11.3%,-3.8%,-6.6%,0.0,8.5%,-15.5%
COc1ccc(/C=C2\CCc3ccccc3C2=O)cc1Cn1cccn1,?,9.6,-1.6%,-12.2%,9.4%,-9.4%,-2.6,-23.5%,-2.6%
O=C(COC(=O)c1c[nH]c(=O)[nH]c1=O)Nc1ccccc1F,-0.5%,-13.0,0.6%,-17.7%,11.9%,-16.3%,-0.6,-11.5%,2.5%
S=C(NCCc1ccccc1)N1CCn2cccc2C1c1cccnc1 (stereo not drawn),12.3%,-0.3,12.4%,-31.5%,7.2%,-15.6%,-1.1,-3.8%,-2.0%
Cc1ccc(NC(=O)CC2Nc3ccccc3NC2=O)cc1Cl (stereo not drawn),?,?,3.6%,-0.2%,6.8%,-2.3%,0.7,16.4%,-9.8%
N#Cc1c[nH]n2c(=O)c3c(nc12)CCC3,14.0%,-0.1,-8.8%,0.4%,1.7%,-5.0%,-0.4,-3.9%,2.8%

One compound at a time, as listed above. Values in the order: FUS suppressor, PI5P4K alpha inh, aSyn rescue, EPAC1 antagonist, EPAC1 agonist, PLK1 PBD inh, IL-2 act, Abeta yeast res, WRN inhibitor
`CCCNC(=O)NC(C)C12CC3CC(CC(C3)C1)C2` (stereo not drawn) reads 2.1%, ·, 14.5%, 16.1%, 6.1%, -6.0%, 6.6, 3.2%, -6.3%
`S=C(NCCc1ccccc1)N1CCn2cccc2C1c1cccnc1` (stereo not drawn) reads 12.3%, -0.3, 12.4%, -31.5%, 7.2%, -15.6%, -1.1, -3.8%, -2.0%

Remaining list, next part.
Molecule,FUS suppressor,PI5P4K alpha inh,aSyn rescue,EPAC1 antagonist,EPAC1 agonist,PLK1 PBD inh,IL-2 act,Abeta yeast res,WRN inhibitor
O=C(Cc1ccccc1)N1CCN=C1SCc1ccc([N+](=O)[O-])cc1,-5.3%,-2.2,2.6%,2.4%,6.4%,-9.8%,3.0,10.8%,-26.4%[57.1 µM]
S=c1[nH]nc(C2CCCCC2)n1/N=C/c1c(Cl)cccc1Cl,0.1%,-3.8,-12.6%,2.2%,11.8%,29.9µM*,4.6,18.7%,-4.2%[57.1 µM]
O=C(NC1CCN(C(=O)Nc2ccccc2Cl)CC1)c1cccc(F)c1,6.4%,1.8,9.2%,1.9%,-3.1%,0.2%,-0.3,-1.0%,7.7%
COc1cccc(CNC(=O)COc2cccc3c2OC(C)(C)C3)c1,21.4%,11.0,24.6%,-9.4%,-1.6%,-0.9%,-5.4,8.3%,-9.8%
CCOC(=O)c1sc(NC(=O)C2CC2)cc1C,-19.4%,2.8,-31.4%[inhibitor],-4.8%,-0.9%,8.4%,1.4,-5.3%,-6.5%
CC(C)C(NC(=O)OCc1ccccc1)C(=O)NC(Cc1c[nH]c2ccccc12)C(=O)O (stereo not drawn),-8.7%,-7.4,-9.7%,-2.0%,-16.0%,-4.4%,0.2,-7.9%,1.5%[57.1 µM]
COc1cc(CNc2ncnc3c2ncn3[C@H]2CN(Cc3cccs3)C[C@@H](CO)O2)cc(OC)c1OC,15.0%,4.5,1.5%,0.7%,-0.7%,-6.5%,0.2,9.8%,-2.2%
CNC(=O)C1CC(=O)N(c2ccc(C)cc2)C1 (stereo not drawn),9.5%,·,-2.6%,-15.4%,0.8%,-2.1%,-1.8,-14.2%,-7.7%
COC(=O)CCC(=O)OC,-8.2%,3.7,-3.1%,-14.5%,-9.4%,-16.6%,1.3,-15.4%,0.6%
CCNc1nc(SCC(=O)OC)nc(N(C)C)n1,2.5%,3.7,-2.2%,-3.6%,2.0%,-11.9%,0.2,-5.2%,-32.2%
COc1ccc(-c2nc3ccc(Br)cn3c2CC(C)(C)C)cc1OC,1.6%,14.1,-3.3%,-17.4%,-8.5%,-8.2%,-0.1,-4.5%,-8.2%
O=C(CN1c2ccccc2Sc2ccccc21)N/N=C/c1ccc(Cl)cc1,-3.5%,11.6,25.5%,5.3%,-0.9%,1.4%,-3.3,?,-16.2%
CC(C)(C)NC(=O)C(c1ccc(-c2ccccc2)cc1)n1c(=O)c(-c2ccccc2)nc2ccccc21 (stereo not drawn),39.8%,8.7,2.8%,13.7%,5.6%,-9.4%,-0.1,0.7%,-4.4%
Cc1ccc(S(=O)(=O)N(C)CCCC(=O)NCc2ccc3c(c2)OCO3)cc1,-34.2%,-4.4,-0.1%,4.2%,-1.2%,-10.3%,0.0,9.1%[9.22 µM],-12.0%
COc1ccc(CCN(C)CC(O)COC(c2ccc(F)cc2)c2ccc(F)cc2)cc1OC (stereo not drawn),15.6%,16.2,5.9%,-4.2%,-8.9%,10.5%,-3.1,-3.5%,-1.1%

Molecule,FUS suppressor,PI5P4K alpha inh,aSyn rescue,EPAC1 antagonist,EPAC1 agonist,PLK1 PBD inh,IL-2 act,Abeta yeast res,WRN inhibitor
Cc1cc(C(=O)COc2ccc(C#N)cc2)c(C)n1C1CC1,9.8%,1.9,-1.3%,-7.5%,-8.4%,-4.2%,-1.6,12.2%,1.6%
O=C(Cc1ccccc1)NNC(=O)c1ccccc1C(=O)O,-3.6%,3.4,1.5%,4.4%,-3.4%,-4.7%,-1.4,1.5%,-4.9%
CSc1ccc(C=NNc2ccc(S(=O)(=O)Nc3ccccc3C(=O)O)cc2[N+](=O)[O-])cc1,-11.7%,-52.9*,3.6%,?,-1.2%,?,0.2,-3.8%,?
Cc1ccc(C(=O)Cn2c(-c3ccccc3)noc2=O)cc1,-13.0%,-0.4,10.2%,0.9%,-3.9%,3.0%,0.8,-8.0%,-0.3%
